RBX1-CUL1 inh – blocks human RBX1-Cullin-1 di-ubiquitin formation. in vitro K48 di-Ub FRET, acceptor:donor ratio, 45 min. inhibition, % at 10 µM. P62877+Q13616. AID 1347404. 140,000 compounds, 0.6% hits; in the data active means inhibition above about 25%
Target sequence (P62877 whole entry, looked up): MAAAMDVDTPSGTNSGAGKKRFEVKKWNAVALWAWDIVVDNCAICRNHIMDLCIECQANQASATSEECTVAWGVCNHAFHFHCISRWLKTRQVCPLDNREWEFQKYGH
Target sequence (Q13616 whole entry, looked up): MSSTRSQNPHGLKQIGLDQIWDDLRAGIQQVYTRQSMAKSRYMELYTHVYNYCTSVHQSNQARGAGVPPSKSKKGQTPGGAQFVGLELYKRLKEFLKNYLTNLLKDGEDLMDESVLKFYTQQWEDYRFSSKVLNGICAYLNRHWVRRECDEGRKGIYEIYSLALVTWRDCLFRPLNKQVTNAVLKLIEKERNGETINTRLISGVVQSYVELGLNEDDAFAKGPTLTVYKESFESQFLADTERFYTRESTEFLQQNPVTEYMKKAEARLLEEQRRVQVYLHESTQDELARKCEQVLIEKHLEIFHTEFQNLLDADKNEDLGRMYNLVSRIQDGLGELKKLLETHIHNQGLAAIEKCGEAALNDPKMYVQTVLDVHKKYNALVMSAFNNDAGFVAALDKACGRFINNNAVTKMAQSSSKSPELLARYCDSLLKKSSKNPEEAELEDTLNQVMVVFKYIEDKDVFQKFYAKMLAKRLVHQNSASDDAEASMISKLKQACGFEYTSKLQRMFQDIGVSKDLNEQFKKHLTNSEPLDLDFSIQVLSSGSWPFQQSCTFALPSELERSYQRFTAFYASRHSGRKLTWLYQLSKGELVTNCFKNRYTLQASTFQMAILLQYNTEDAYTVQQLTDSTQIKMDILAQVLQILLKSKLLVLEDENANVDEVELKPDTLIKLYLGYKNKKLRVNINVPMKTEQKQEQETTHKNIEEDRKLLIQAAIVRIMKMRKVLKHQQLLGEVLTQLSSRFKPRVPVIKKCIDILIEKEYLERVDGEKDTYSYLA
Active calls of the source: *. A portion of the library; the hit share may differ from the screen's.

RBX1-CUL1 inh,SMILES
-9,CCCCCNC(=O)CCCCCn1c(=O)[nH]c2ccsc2c1=O
-3,COc1ccc(-c2c(C#N)c(SCC(=O)c3ccccc3)nc3c2C(=O)CC(C)(C)C3)cc1
-2,CC(=O)CC(=O)NC(=N)c1ccccc1
0,CSc1nc(N)nc(SCc2ccccc2Cl)c1C#N
-6,COc1ccc(-c2nc3ccc(NS(=O)(=O)c4ccccc4)cc3o2)cc1
6,c1cnc(N2CCCCCCC2)c(CNCC2CCOC2)c1 (configuration not stated)
3,CCC1CCc2c(sc(NC(=O)c3ccc(-c4ccccc4)cc3)c2C(=O)OC)C1 (configuration not stated)
-3,Cc1ccc2nc3c(cc(C#N)c(=O)n3-c3nnc(SCc4ccc(F)cc4)s3)c(=O)n2c1
11,Cc1ccc(Cl)c(-n2nnc(C(=O)Nc3ccccc3F)c2C)c1
-7,CCOc1cccc(C2c3[nH]c4ccccc4c3CCN2C(=O)Cc2cccc(OCC)c2OCC)c1 (configuration not stated)
-7,COc1ccc(-c2csc3ncn(CC(=O)Nc4ccccc4)c(=O)c23)cc1OC
-4,O=C1N(c2cccc(C(F)(F)F)c2)C2CS(=O)(=O)CC2N1c1ccc(Cl)c(Cl)c1 (configuration not stated)
4,COc1ccccc1CCN1CCC(CN(C)C(=O)Cc2ccsc2)CC1
5,COc1cccc(OC(=O)NC(Sc2ccccc2)(Sc2ccccc2)C(F)(F)F)c1
-1,CC(C)COc1ccc(S(=O)(=O)NCCNS(=O)(=O)c2ccc(OCC(C)C)cc2)cc1
7,COc1cc(-c2cccc(-c3ccn(Cc4cc(C)on4)n3)c2)ncn1
-2,CCOC(=O)c1cc(-c2ccc(OC)cc2)n(CCC(=O)NCCc2ccc(OCC)c(OCC)c2)c1C
-10,O=C1C(=O)N(c2ccc(O)cc2)C(c2cccc(F)c2)C1C(=O)c1ccccc1 (configuration not stated)
-1,O=C(N/N=C/c1cc2c(cc1[N+](=O)[O-])OCO2)c1cccc(Cl)c1
-2,Cc1cc(Nc2ccc(C)c(Cl)c2)n2nc(-c3ccccc3)nc2n1
2,COc1cccc(N(CC(=O)NCCSc2ccc(Cl)cc2)S(C)(=O)=O)c1
1,COc1ccccc1-c1cc(C(=O)Nc2c(C)nn(Cc3ccc(Cl)cc3)c2C)no1
9,CN(Cc1ccccc1)C(=O)CCC1CCN(C(=O)c2ccoc2)CC1
-7,O=C(Cc1cccc2ccccc12)Nc1cccnc1
10,CSc1ccccc1NC(=O)C(C)NS(=O)(=O)c1ccc(Cl)cc1 (configuration not stated)
1,COc1cc(C(=O)O)ccc1OCc1ccncc1
0,O=C(O)Cc1ccccc1Sc1ccccc1
1,Fc1ccccc1CSc1nncn1NCc1ccc(Br)cc1
5,O=c1cc(N2CCCCC2)cnn1CC(O)C(F)(F)F (configuration not stated)
-4,CC(=O)Nc1ccc(S(=O)(=O)NNc2ccc([N+](=O)[O-])cc2)cc1
-5,COc1ccc(C(CC(=O)c2ccco2)Sc2ccc(C)cc2)cc1OC (configuration not stated)
-8,O=c1nccc(-c2ccccc2)[nH]1
1,Nc1nonc1-c1noc(-c2c(F)cccc2F)n1
-2,CCc1nnc(NC(=O)C(C)Oc2ccc(C)cc2)s1 (configuration not stated)
-9,CCOC(=O)CSc1nnc2n(C3CCCCC3)c(=O)c3c4c(sc3n12)CCCC4
-2,CCCOC(=O)C(C)n1cnc2scc(-c3ccc(C)cc3)c2c1=O (configuration not stated)
-2,Cc1ccc(N=CC2C(=O)N(c3nc4ccccc4s3)N=C2CSc2ccc(C)cc2)cc1 (configuration not stated)
7,CCOC(=O)C(NC(=O)CC)(Nc1ccc(S(=O)(=O)Nc2cc(C)on2)cc1)C(F)(F)F (configuration not stated)
4,O=C(NCc1ccccc1Cl)c1ccc2c(c1)NC(=O)C(S(=O)(=O)c1ccccc1)C2=O (configuration not stated)
-1,COC(=O)c1cc(C)nc2c1c(=O)nc(SCc1ccccc1F)n2C1CC1
2,COc1ccccc1N1CCN(C(=O)CN2C(=O)COc3ccc(S(=O)(=O)N4CCC(C)CC4)cc32)CC1
5,Cc1ccccc1SCc1n[nH]c(=S)n1Cc1ccccc1
-1,COC(=O)c1ccc(/C=C/C(=O)c2ccc3c(c2)OCCO3)cc1
-3,O=c1c2ccccc2ccc2sccc12
0,O=C(CCN1C(=O)/C(=C\c2ccccc2)SC1=S)Nc1ncc(Cc2ccccc2)s1
9,COC(=O)c1cc(Cc2ccc(N)c(C(=O)OC)c2)ccc1N
-3,CC(C)CCn1c(CCO)nc2ccccc21
2,O=C(CC(F)(F)F)N1CCc2onc(-c3ccc(F)c(F)c3)c2C1
-11,Fc1ccccc1NCn1c(=S)n(CNc2ccccc2F)c2ccccc21
-12,Nc1nnc(CSCc2ccc(Cl)cc2)s1
10,CCOC(=O)c1c(-c2ccccc2)csc1NC(=O)c1cc(-c2ccc(C)c(F)c2)on1
3,CSc1ccc(CN2CCN(C(=O)c3ccco3)CC2)cc1
1,Cc1ccc(F)cc1NC(=O)c1c(-c2ccccc2Cl)noc1C
-1,O=C(NCCN1CCCCC1=O)c1cn(C2CCCCC2)nn1
-1,CCc1nnc(SCc2nc(-c3cccc(C)c3)oc2C)c2cc3sc(C)cc3n12
0,O=C(NCc1ccc(F)cc1)c1ccc(CS(=O)Cc2ccc(Cl)cc2)o1 (configuration not stated)
-1,COC(=O)c1c(-c2cccs2)csc1NC(=O)COc1ccc(C(C)C)cc1
-2,CC(=O)Nc1nc2c(Cl)cccc2s1
2,CC1=Nc2nc(SCc3ccccc3)nn2C(c2ccc(F)cc2)C1C(=O)Nc1cccnc1 (configuration not stated)
-6,CCOc1ccc(C(=O)c2cn(CC(=O)Nc3ccc(F)cc3)c3cc4c(cc3c2=O)OCO4)cc1

Further results:
RBX1-CUL1 inh,SMILES
-2,COc1c(C)cc(C(=O)C2CCCN(C3CCN(C(C)=O)CC3)C2)cc1C (configuration not stated)
-8,Cc1cc(C)cc(NS(=O)(=O)c2ccc(NC(=S)NC(=O)CCc3ccccc3)cc2)c1
7,O=C(Nc1cccc(NC(=O)c2cccs2)n1)c1cccs1
-11,COc1cccc(-c2cc(C(F)(F)F)n3ncc(C(=O)N4CCCCC4)c3n2)c1
8,CCSc1ncc(Cl)c(C(=O)Nc2sc(C(C)=O)c(C)c2C(=O)OC)n1
-6,Cc1nn2c(=O)cc(COC(=O)c3ccc(NC(=O)CCc4ccccc4)cc3)nc2s1
0,CCc1nc(C)c(C(=O)NCCC2CN(c3cnn(C)c(=O)c3)CCO2)s1 (configuration not stated)
-5,O=C(NCc1ccccc1F)c1ccc(N2CCC(NCCCOc3cccnc3)CC2)cc1
-4,Cc1sc(NC(=O)c2csc3ccccc23)c(C(N)=O)c1-c1ccc(Cl)cc1Cl
5,CC(C)C(c1nnnn1C1CCCCC1)N1CCCCC1 (configuration not stated)
2,C=CCSc1nnc2nc3[nH]c4c(C)cccc4c3nn12
-7,O=C(Nc1cccc(C(=O)OCc2cc(=O)n3nc(C4CC4)sc3n2)c1)c1ccc(F)cc1
4,CCc1ccccc1NC(=O)C1CC(=O)NC(=Nc2cc(OC)ccc2OC)S1 (configuration not stated)
4,CCOc1ccc(NC(=O)c2nc3nc(C)cc(C(F)F)n3n2)cc1
0,CCOc1ccc(C2C(C(=O)c3ccc4c(c3)OCCO4)C(=O)C(=O)N2CC2CCCO2)cc1 (configuration not stated)
16,CCC(C)Oc1ccccc1C1CC(=O)NC2=C1C(=O)CC(C)(C)C2 (configuration not stated)
11,CC(C)(C)C(=O)NC1(C(F)(F)F)N=C2SCCN2C1=O (configuration not stated)
-11,CCOC(=O)Nc1nc(C)c(C(=O)c2ccc(Cl)cc2)s1
2,C=CCn1c(SCC(=O)N=C2C(=O)N(c3ccccc3)N(C)C2C)nc2sc(C)c(C)c2c1=O (configuration not stated)
11,CCCN(C(=O)Cn1ncc2c(=O)oc3ccccc3c21)c1cccc(C)c1
-5,O=C(O)C(Cc1cnc[nH]1)N[C@H]1CCCC[C@@H]1O (some centres not stated)
0,CCn1c(-c2cccnc2)nc2cc(NC(=O)COC)cc(C(=O)N3CCCC3c3nccs3)c21 (configuration not stated)
2,Fc1ccc(Cc2nnc3sc(-c4ccco4)nn23)cc1
-4,O=C(O)C1CC(c2ccc(Cl)cc2)=Nc2ccccc2S1 (configuration not stated)
-1,CCc1ccc(NC(=O)c2c(C(=O)Nc3ccccc3)sc3nc(C)cc(=O)n23)cc1
-4,Cc1cc(C)cc(N2C(=O)NC(=O)/C(=C\c3cc(C)n(-c4ccc5ncccc5c4)c3C)C2=O)c1
-2,S=C(NC1CCCC1)NC1CC1
6,CCOC(=O)c1c(C)[nH]c(C)c1S(=O)(=O)N1CCC(C(=O)Nc2ccc(C)c(N(C)C)c2)CC1
1,Cc1ccccc1CNC(=O)C1CCCN(C2CCN(C(C)C)CC2)C1 (configuration not stated)
7,CCCCC(=O)Nc1ccc(Oc2ccc(Cl)cc2)c(C(F)(F)F)c1
8,CCC(NC(=O)C1(N2CCN(CC)CC2)Cc2ccccc2C1)c1ccncc1 (configuration not stated)
-2,O=C(Nc1sc2c(c1C(=O)NCc1cccnc1)CCCC2)c1ccc(Br)cc1
4,CCS(=O)(=O)N(C)c1ccc(C(=O)N2CCN(c3ccccc3)CC2)cc1
0,CCC(CO)NCc1cccn1C (configuration not stated)
8,CCOc1cc(CC2=NC(=S)N(c3ccc(OC)cc3)C2=O)ccc1OCc1ccc(F)cc1
-7,CCOC(=O)C1C(C)=Nn2c1nnc(C)c2=O (configuration not stated)
0,COc1ccc(-c2nnc(SCC(=O)N/N=C/c3c(O)ccc4ccccc34)n2-c2cccc(C(F)(F)F)c2)cc1
8,Cc1ccc(CNC(=O)Cn2c(=O)cc(C)c3c(C)nn(-c4cccc(F)c4)c32)cc1
-1,Oc1cccc(C=NC23CN4CN(CN(C4)C2)C3)c1
-2,Cc1cccc(CN2CCCC(O)(CN(C)Cc3ccncc3C)C2=O)c1 (configuration not stated)

Of the compounds above, these have a nitro group on carbon.
RBX1-CUL1 inh,SMILES
-1,O=C(N/N=C/c1cc2c(cc1[N+](=O)[O-])OCO2)c1cccc(Cl)c1
-4,CC(=O)Nc1ccc(S(=O)(=O)NNc2ccc([N+](=O)[O-])cc2)cc1

4 of the compounds above, with each value named.
> O=C(Nc1sc2c(c1C(=O)NCc1cccnc1)CCCC2)c1ccc(Br)cc1
  RBX1-CUL1 inh = -2
> CCS(=O)(=O)N(C)c1ccc(C(=O)N2CCN(c3ccccc3)CC2)cc1
  RBX1-CUL1 inh = 4
> CCC(CO)NCc1cccn1C (configuration not stated)
  RBX1-CUL1 inh = 0
> CCOc1cc(CC2=NC(=S)N(c3ccc(OC)cc3)C2=O)ccc1OCc1ccc(F)cc1
  RBX1-CUL1 inh = 8

(continued)
RBX1-CUL1 inh,SMILES
2,O=C(CCc1ccccc1)NCc1nc2cccnc2n1Cc1ccc(F)cc1
3,O=C1C(=O)N(c2nnc(SCc3ccccc3F)s2)C(c2ccc(F)cc2)C1C(=O)c1cc2ccccc2o1 (configuration not stated)
0,O=C1/C(=C/c2cccs2)COc2ccc(Br)cc21
3,CCC(=O)N1CCc2cc(S(=O)(=O)NC(C(=O)NCc3ccc(OC)cc3)C(C)C)ccc21 (configuration not stated)
0,COc1cc(C(Nc2ccccn2)c2c(NC(=O)c3ccco3)sc(C)c2C)cc(OC)c1OC (configuration not stated)
3,Cc1cnccc1Cn1ccc(-c2cccc(-c3cncnc3)c2)n1
5,CS/C(=C\C(=O)c1cccs1)C(C)C(=O)c1cccs1 (configuration not stated)
4,Cc1cc(-c2ccccc2)sc1C(=O)Cc1nc2ccccc2[nH]c1=O
-1,CCOC(=O)c1c(C)n(CC)c2cc(Br)c(O)cc12
-13,CC(=O)Nc1ccc(-n2cc3c(c2-c2ccc(C)cc2)c(=O)n(C)c(=O)n3C)cc1
-1,CCN1CCN(C(=O)Cn2c(-c3cccs3)cc3cc(Cl)ccc32)CC1
3,CC(C)c1ccc(C(=O)CC2(O)C(=O)N(CCc3ccccc3)c3ccc(Cl)cc32)cc1 (configuration not stated)
-3,CN1CCN(CC2(O)CCCN(CCCc3ccccc3)C2=O)CC1 (configuration not stated)
-5,CCOC(=O)C(CC)/C(C)=N\NC(=O)OC (configuration not stated)
-3,CCC1CN(CC(=O)NC2CCN(Cc3ccccc3)CC2)Cc2cc(OC)ccc2O1 (configuration not stated)
5,S=C(c1ccc(OCc2ccc(Cl)cc2)cc1)N1CCOCC1
1,O=C(Nc1sc2c(c1C(=O)Nc1ccccc1)CCC2)c1cccc(Br)c1
12,O=C(Nc1nnc(C2CCC2)s1)N1CCOc2ccc(Cl)cc2C1
-6,CCOc1cccc2cc(-c3nc4sc5c(c4c(=O)[nH]3)CCC(C(C)(C)C)C5)c(=O)oc12 (configuration not stated)
-13,O=C(COc1ccccc1Cl)Nc1cnn(Cc2ccccc2)c1

Looked up by structure from the list above, seven records:
RBX1-CUL1 inh,SMILES
4,Cc1cc(-c2ccccc2)sc1C(=O)Cc1nc2ccccc2[nH]c1=O
12,O=C(Nc1nnc(C2CCC2)s1)N1CCOc2ccc(Cl)cc2C1
0,O=C1/C(=C/c2cccs2)COc2ccc(Br)cc21
-5,CCOC(=O)C(CC)/C(C)=N\NC(=O)OC (configuration not stated)
3,Cc1cnccc1Cn1ccc(-c2cccc(-c3cncnc3)c2)n1
0,COc1cc(C(Nc2ccccn2)c2c(NC(=O)c3ccco3)sc(C)c2C)cc(OC)c1OC (configuration not stated)
3,CC(C)c1ccc(C(=O)CC2(O)C(=O)N(CCc3ccccc3)c3ccc(Cl)cc32)cc1 (configuration not stated)

Continued:
RBX1-CUL1 inh,SMILES
1,O=C(O)CCCOc1cccc(C(F)(F)F)c1
5,COc1ccc(C2=NC3(CCCCCC3)N(CC(=O)Nc3ccc(C)c(C)c3)C2=O)cc1
7,COC(=O)c1c(NC(=O)COc2cccc(C(F)(F)F)c2)sc2c1CCCC2
5,COc1ccc(NC(=O)c2sc3nc(C)c(C(=O)Nc4ccc(Cl)cc4)c(-c4ccc(Br)cc4)c3c2N)cc1
2,COc1ccc(C)cc1N(CC(=O)Nc1cc(Cl)cc(Cl)c1)S(C)(=O)=O

Screening data from PubChem.
